NTMT1 inhibitor: NTMT1 methyltransferase inhibition | NTMT1 MTase-Glo SAH luminescence, purified enzyme | hit rate 2.5% among 59,000 | Q9BV86 | Potency, µM (top dose mostly 114 µM), without a hit: at the highest dose activity change, negative = inhibition, usual class: inhibitors | AID 1645870;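 note: potency is the fitted concentration of half-maximal effect; plate controls were DMSO vehicle for no effect and no enzyme for full effect; nearly all actives have a fitted effect of over 65% in size; many of its hits are not listed in these tables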
PTAP-TSG101 blk: inhibitors of HIV-1 PTAP binding to human TSG101, validation; Q99816; Fluorescence polarization, FITC-PTAP peptide/Tsg101, 20 min; Potency, µM (highest dose often 115 µM), inactives show at the highest dose activity change, negative = inhibition, actives largely listed as inhibitors; 44,000 tested, under 10 active; AID 1347069; note: potency is the fitted concentration of half-maximal effect; 0% is about no effect
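The Tsg101 binding domain, at 10 uM final, is mixed with compound and a FITC peptide bearing the PTAP motif (50 nM final). After 20 min at r.t., polarization is measured; actives defined by CRC class, efficacy cut-off 60% inhibition.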
GALK inhibitor: inhibitors of human galactokinase (GALK); recombinant GALK, Kinase-Glo ATP luminescence, 1 h; P51570; Potency, µM (series often up to 57.5 µM), for inactives: top-dose activity, negative = inhibition, usual class: inhibitors; 44,000 tested, under 10 active;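 note: plate controls were full GALK reaction for no effect and reaction lacking GALK for full effect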
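Compounds were pinned into ATP buffer, then GALK-galactose mix was added (final 5 nM enzyme, 35 uM ATP, 100 uM galactose, pH 8.0). After 1 h at room temperature, Kinase-Glo Plus was added and luminescence read.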
FH mod: Identification of activators of human fumarate hydratase by quantitative high-throughput screening; FH coupled MDH/diaphorase resazurin fluorescence, 15 min; Fumarate hydratase, mitochondrial (Homo sapiens), P07954; hit rate 0.22% among 54,000; Potency, µM (titrated, usually from 79.9 µM), inactives show top-dose activity change, negative = inhibition, usual class: inhibitors; note: potency is the fitted concentration of half-maximal effect; % is set by controls: 0 for no effect and ±100 for the full control effect; the screen sought activators but most active calls are inhibition curves; nearly all actives have a fitted effect of over 45% in size
Target sequence (P07954 whole entry, looked up): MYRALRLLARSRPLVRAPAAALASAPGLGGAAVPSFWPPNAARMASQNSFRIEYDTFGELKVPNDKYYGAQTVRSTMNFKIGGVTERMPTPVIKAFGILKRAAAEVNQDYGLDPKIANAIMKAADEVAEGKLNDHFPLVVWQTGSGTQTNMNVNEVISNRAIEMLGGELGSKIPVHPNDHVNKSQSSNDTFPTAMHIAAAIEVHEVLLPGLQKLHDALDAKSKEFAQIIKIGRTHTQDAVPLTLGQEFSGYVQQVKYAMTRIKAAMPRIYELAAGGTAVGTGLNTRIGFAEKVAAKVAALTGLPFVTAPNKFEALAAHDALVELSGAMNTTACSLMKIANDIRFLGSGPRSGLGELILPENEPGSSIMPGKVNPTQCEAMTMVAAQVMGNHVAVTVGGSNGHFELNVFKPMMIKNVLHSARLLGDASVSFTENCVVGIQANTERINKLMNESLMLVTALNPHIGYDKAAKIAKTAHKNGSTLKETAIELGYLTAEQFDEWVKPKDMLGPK
p53null 39C kill: selectivity test: cytotoxicity in p53 null cells, nonpermissive temperature; H1299 p53-null (neo) cells, 39C, ATPlite viability, 24 h; Potency, µM (doses to about 46.1 µM), for inactives: top-dose activity, negative = cell killing, most hits filed as cytotoxic; hit rate 0.97% among 55,000;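 note: potency is the fitted concentration of half-maximal effect; 0% = DMSO only and -100% = full killing by 100 µM tamoxifen; nearly all actives have a fitted effect of over 50% in size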
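H1299 lung cancer cells, p53-null (H1299-neo) or expressing p53 A138V (H1299-p53A138V), were plated overnight at 37C, then exposed to compounds at up to 46 uM for 24 hr at 39C. Viability was read by ATP-based luminescence.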
p53null 32C kill: kills p53 null cells at the permissive temperature | H1299-neo p53 null cells, ATP luminescence, 24 h, 32C | Potency, µM (highest dose often 46.1 µM), without a hit: at the top dose activity change, negative = cytotoxicity, usual class: cytotoxic | hit rate 0.62% among 55,000 | AID 903;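 note: potency is the fitted concentration of half-maximal effect; 0% = DMSO only and -100% = full killing by 100 µM tamoxifen; nearly all actives have a fitted effect of over 55% in size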
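Luminescent ATP readout gave cell viability of p53-null H1299-neo cells after a 24 h compound exposure at the permissive 32C. Titrations ran up to 46 uM, and AC50s were fitted with the standard Hill equation.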
B2AR arrestin ag: beta-arrestin recruitment by human beta2-adrenergic receptor ligands | P07550 | HTLA Tango cells, beta-arrestin recruitment, luciferase luminescence, 18 h | Potency, µM (highest dose often 46.1 µM), without a hit: at the highest dose activation, hits mostly activators | 44,000 tested, under 10 active;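 note: potency is the fitted concentration of half-maximal effect; 0% = DMSO and full agonism = EC100 isoproterenol or metaproterenol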
Target sequence (P07550 whole entry, looked up): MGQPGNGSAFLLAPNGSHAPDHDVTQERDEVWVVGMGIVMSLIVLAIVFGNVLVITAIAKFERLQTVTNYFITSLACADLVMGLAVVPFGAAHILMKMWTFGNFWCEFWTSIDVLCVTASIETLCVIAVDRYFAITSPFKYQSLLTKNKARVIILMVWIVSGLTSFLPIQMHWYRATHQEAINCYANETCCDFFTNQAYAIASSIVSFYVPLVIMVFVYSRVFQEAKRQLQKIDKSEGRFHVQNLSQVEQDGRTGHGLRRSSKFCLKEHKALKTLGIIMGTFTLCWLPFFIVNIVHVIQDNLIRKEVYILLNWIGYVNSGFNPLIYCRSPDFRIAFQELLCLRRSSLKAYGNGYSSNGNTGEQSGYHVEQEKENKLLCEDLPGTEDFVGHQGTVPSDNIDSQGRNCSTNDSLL
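Luminescence read-out: arrestin recruitment to recombinant beta2-AR releases tTA, inducing luciferase. Cells exposed 18 hr at 37 degrees C to up to 46 microM compound; %Activity from corrected signal, concentration-response curves classified by r2, magnitude and efficacy.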
An asterisk follows results filed as active; ? = inconclusive; . = no result given; [ ] = remark or other dose. Calls come from the whole dose curve; as a rule, active = well fitted curve in the direction sought with a large enough effect; inconclusive = small, poorly fitted or top-dose-only effect, or another doubt; inactive = no such curve, though single readings can be large; an effect the other way counts as inactive or inconclusive. A portion of the library; rates above refer to the full screens.

Below each compound – NTMT1 inhibitor | PTAP-TSG101 blk | GALK inhibitor | FH mod | p53null 39C kill | p53null 32C kill | B2AR arrestin ag
O=C(COc1ccccc1[N+](=O)[O-])Nc1cccc(-c2nc3ccccc3s2)c1
    11% | 1% | 1% | 3% | -15% | -13% | ?
CC(C)OC(=O)/C(C#N)=C/c1ccc(-c2ccc(Cl)c(Cl)c2)o1
    -5% | 2% | 3% | 7% | 27% | 3% | 1%
COc1cccc(NC(=O)C2CCC(CNS(=O)(=O)c3ccc4c(c3)CC(C)N4C(C)=O)CC2)c1 (centres undefined)
    1% | -1% | 9% | -13% | -28% | -2% | 1%
Cc1ccc(C(=O)NCC(c2cccs2)S(=O)(=O)c2ccccc2)cc1C (centres undefined)
    23% | -8% | -3% | -11% | 12% | 1% | -1%
Cc1cccc(NC(=O)Nc2ccc(F)cc2)n1
    -3% | -1% | 2% | -9% | ? | ? | -2%
CC(=O)N1CCc2c(sc3c2c(=O)n(-c2ccccc2)c(=O)n3CC(=O)c2ccc(F)cc2)C1
    -14% | 1% | 5% | -8% | -12% | -8% | 1%
Cc1ccccc1Cn1cc(NC(=O)c2cc(-c3ccc(Cl)cc3)on2)cn1
    ? | 0% | 7% | -15% | -9% | 13% | -1%
Cc1ccc(C)c(N2CCN(S(=O)(=O)c3ccc(C(=O)N(C)C)s3)CC2)c1
    5% | -10% | 1% | -2% | 2% | -2% | 1%
Cc1ccc(OCCCn2c(CCNC(=O)C3CCCCC3)nc3ccccc32)c(C)c1
    5% | -1% | -3% | -13% | -3% | -7% | -3%
Cc1ccc(C)c(Nc2nnc(-n3nc(C)cc3C)c3ccccc23)c1
    4% | -2% | 2% | 5% | 3% | 4% | -1%
COc1cccc(C(c2sc3nc(-c4ccco4)nn3c2O)N2CCN(c3ccccc3F)CC2)c1 (centres undefined)
    12% | -8% | -12% | -19% | 1% | 8% | ?
O=C(Cn1c(=O)nc(-c2ccccc2)c2ccccc21)NCc1ccccc1Cl
    -3% | -4% | -3% | -1% | -2% | 0% | 0%
Cc1ccc(Nc2cc(C)c(C#N)c3nc4ccccc4n23)c(C)c1
    14% | 1% | 6% | -2% | -7% | 1% | 1%
COc1ccc(S(=O)(=O)N(CCc2ccccc2)CC(=O)Nc2cccc(OC)c2)cc1
    -3% | 2% | 2% | -28% | 3% | 0% | 0%
CCOC(=O)c1ccc(NC(=O)C(=O)NCc2ccco2)cc1
    3% | 3% | 2% | -3% | -15% | 0% | -2%
O=S(=O)(c1ccc(F)cc1)N(CC(O)Cn1c2ccccc2c2ccccc21)c1ccccc1 (centres undefined)
    8% | -1% | 4% | ? | ? | 54%[activator] | 0%
O=C(NCCc1ccc(Cl)cc1)C(=O)NCC(c1ccco1)S(=O)(=O)c1cccs1 (centres undefined)
    3% | 0% | 0% | 6% | 6% | -1% | -4%
O=C(c1ccccc1)N1c2ncnn2C2(CCCCC2)[C@@H]2CCCC[C@@H]21
    0% | -1% | 18% | -4% | -17% | -3% | -3%
CCc1ccccc1Nc1nc2ccccc2n2cnnc12
    9% | 2% | 2% | -15% | ? | -8% | 0%
CCOc1ccccc1NC(=O)C1CCN(S(=O)(=O)c2c(C)noc2/C=C/c2ccc(C)cc2)CC1
    3% | 0% | -3% | -17% | 4% | 3% | 2%
Cc1nc2ccccc2c(=O)n1-c1ccc(NC(=O)c2ccc([N+](=O)[O-])cc2)cc1
    5% | 0% | 1% | 14% | 20% | -2% | -3%
COC(=O)CC1Oc2ccccc2-n2cc(-c3ccccc3)nc21 (centres undefined)
    -1% | -1% | 8% | -6% | . | . | 1%
COc1ccc(C2CC(=O)Nc3c2c(=O)nc2c(C)cccn32)cc1 (centres undefined)
    3% | -8% | 2% | 2% | -25% | 9% | 6%
Fc1ccccc1C(NCCc1ccc(Cl)cc1)c1nnc(-c2ccccc2)o1 (centres undefined)
    . | 0% | 1% | . | 7% | 19% | -1%
CCCCCN1C(C(=O)c2ccccc2)=C(OC(=O)CC)c2ccccc2S1(=O)=O
    3% | -1% | 0% | ? | ? | ? | ?
CCC1CCCCN1S(=O)(=O)c1ccc(NC(=O)c2cc(=O)c3ccccc3o2)cc1 (centres undefined)
    ? | -5% | -3% | -3% | -11% | -7% | -1%
Cc1cc(=O)n(Cc2ccccc2)c2c1c(C)nn2C
    -4% | -3% | -3% | -28% | 8% | -5% | 0%
CCN(Cc1ccccc1)C(=O)CCS(=O)(=O)c1ccc2c(c1)oc(=O)n2C
    -6% | -1% | 1% | -6% | 7% | 9% | 0%
O=C(NCc1ccccc1)c1cccc(NC(=O)N2CCSc3ncccc32)c1
    10% | -1% | -4% | -2% | 4% | -8% | -1%
Cc1n[nH]c(C)c1S(=O)(=O)N1CCCC(C(=O)Nc2ccc(Cl)cc2)C1 (centres undefined)
    -3% | -11% | 0% | -6% | 5% | 12% | -2%
CCOc1ccc(NC(=O)c2cnc3sc(N4CCOCC4)nn3c2=O)cc1
    1% | -2% | 3% | -3% | -3% | -1% | -1%
CCN(CC)c1cc2c(cc1F)c(=O)c(S(=O)(=O)c1ccc(OC)cc1)cn2CC
    0% | -6% | 1% | -19% | -2% | 4% | 2%
COc1ccc(OC)c(NC(=O)C(CCSC)NS(=O)(=O)c2cccs2)c1 (centres undefined)
    -2% | -12% | 2% | -6% | -1% | 5% | 0%
Cc1ccc(C(=O)NCC(=O)OCc2cc(=O)n3c(C)csc3n2)cc1
    -4% | -6% | 0% | ? | -11% | -3% | -1%
Cc1cccc(C(=O)N2c3nc(-c4ccco4)nn3C3(CCCCC3)[C@@H]3CCCC[C@@H]32)c1
    3% | -3% | -1% | -19% | 8% | 0% | -3%
CCn1c(C(=O)NCc2ccc(F)cc2)cc2oc3ccccc3c21
    -3% | -4% | 7% | -15% | -20% | ? | -2%
Cc1cccc(OCCCn2c(CCNC(=O)C3CCCCC3)nc3ccccc32)c1
    -22% | -7% | -3% | -18% | ? | 36%[activator] | -3%
O=C(c1ccc2c(c1)N(Cc1ccc(F)cc1)C(=O)c1ccccc1S2=O)N1CCOCC1 (centres undefined)
    1% | -4% | 10% | -5% | -27% | -1% | -1%
CCc1ccc(NC(=O)CSc2nnc(-c3cc4occc4n3C)n2-c2ccccc2C)cc1
    2% | -3% | -5% | ? | 15% | 11% | 0%
O=C(Nc1cccc(F)c1)[C@@H](c1ccccc1)N1Cc2ccccc2C1=O
    -20% | -4% | 1% | -19% | -2% | 5% | -2%
COc1ccc(-c2ccc(NS(=O)(=O)c3cc(C)c(C)cc3C)cc2)nn1
    8% | -2% | 2% | ? | 11% | 12% | 2%
COc1ccc(CNC(=O)c2ccc(NC(=O)N3CCSc4ncccc43)cc2)c(OC)c1
    5% | -6% | 0% | -2% | ? | -3% | 2%
Cc1cccc(-c2cc(NC(=O)C(C)(C)C)n(-c3ccccc3)n2)c1
    -7% | 1% | -7% | -3% | -14% | -8% | 1%
O=C(O)c1cc(-c2ccccc2)nn1Cc1ccccc1
    ? | -1% | -2% | -2% | 15% | 1% | -2%
CCC(=O)Nc1cc(-c2cn3cccnc3n2)ccc1OC
    5% | -13% | 4% | -16% | 7% | 5% | 0%
COc1ccccc1NC(=O)C1=C(C)Nc2nnnn2C1c1ccc(C(F)(F)F)cc1 (centres undefined)
    8% | -2% | 1% | -2% | -8% | -17% | 1%
Cc1ccc2c(=O)cc(C(=O)Nc3sc4c(c3C(=O)NCC3CCCO3)CCCC4)oc2c1C (centres undefined)
    1% | 0% | 0% | 3% | 7% | 10% | 0%
Cc1oc2ccc(O)c(CN(C)Cc3ccccc3)c2c1C(=O)Nc1cccc(C(F)(F)F)c1
    -5% | -1% | 3% | ? | 22µM* | 17% | 0%
COc1ccccc1N1CCN(C(CNC(=O)C(=O)NCCCN(C)C)c2cccnc2)CC1 (centres undefined)
    1% | -1% | -14% | -5% | ? | -4% | -1%
Cc1ccc(/C=C/C(=O)Nc2ccc3nc(N4CCC(C)CC4)cc(C)c3c2)cc1
    89µM* | 0% | 6% | -28% | -11% | -5% | -2%

Further results
Below each compound – NTMT1 inhibitor | PTAP-TSG101 blk | GALK inhibitor | FH mod | p53null 39C kill | p53null 32C kill | B2AR arrestin ag
COc1cccc(N2CC(NC(=O)Cc3cccs3)CC2=O)c1 (centres undefined)
    7% | -6% | 1% | 0% | 18% | -1% | -3%
COc1cccc(/C=C/c2nc(C#N)c(N(C)Cc3ccccc3)o2)c1
    16% | 2% | 3% | -14% | 7% | 7% | -2%
CC(C)(C)c1ccc(-c2nc(S(=O)(=O)c3ccccc3)c(N3CCOCC3)o2)cc1
    11% | 2% | 4% | ? | 13% | -19% | 1%
COc1cc(NC(=O)CSc2nc(-c3ccco3)cc(C(F)(F)F)n2)cc(OC)c1OC
    -2% | 0% | -28% | -9% | ? | 4% | -1%
COc1ccccc1C(=O)N1CCC(c2c[nH]c3ccccc23)(c2c[nH]c3ccccc23)CC1
    -1% | -4% | 4% | -40% | -5% | 15% | -2%
Cc1ccc(NC(=O)C2CCC(CNS(=O)(=O)c3cccc4nsnc34)CC2)c(C)c1 (centres undefined)
    -1% | -1% | 10% | -4% | -17% | -2% | -2%
O=C(NCCn1cc(SCc2ccc(Cl)cc2)c2ccccc21)c1cccs1
    1% | -8% | 4% | -23% | . | . | -1%
COC(=O)c1ccccc1NC(=O)N1CCC(n2c(C)nc3cccnc32)CC1
    -6% | -13% | 0% | -1% | 11% | 3% | -1%
Cc1ccccc1NC(=O)CC(NCc1cccnc1)C(=O)O (centres undefined)
    12% | 0% | 1% | -33% | 10% | 2% | -2%
Cc1ccc(CNC(=O)c2cc3c(s2)-c2ccc(Cl)cc2SC3)cc1
    4% | 3% | -1% | -9% | -27% | -19% | -3%
Cc1ccc(NC(=O)CN2CCSc3ccc(S(=O)(=O)N4CCCC4)cc32)cc1C
    ? | 2% | -4% | ? | 28% | 3% | -1%

Profiles, looked up by structure:
Record of `O=C(NCCn1cc(SCc2ccc(Cl)cc2)c2ccccc21)c1cccs1` : NTMT1 inhibitor = 1%; PTAP-TSG101 blk = -8%; GALK inhibitor = 4%; FH mod = -23%; p53null 39C kill = .; p53null 32C kill = .; B2AR arrestin ag = -1%
Record of `COc1ccccc1C(=O)N1CCC(c2c[nH]c3ccccc23)(c2c[nH]c3ccccc23)CC1` : NTMT1 inhibitor = -1%; PTAP-TSG101 blk = -4%; GALK inhibitor = 4%; FH mod = -40%; p53null 39C kill = -5%; p53null 32C kill = 15%; B2AR arrestin ag = -2%

Screening results deposited in PubChem BioAssay by National Center for Advancing Translational Sciences (NCATS).
